Screening data from PubChem BioAssay.
IEC-6 cytotox = kills IEC-6 intestinal cells in KLF5 counter-screen | IEC-6 cytotoxicity, luminescence viability | inhibition, % at 5 µM | actives 0.78% (n = 290,000) | AID 1825; in the data active means inhibition above about 22%;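 further: 0% = plate median of test compound wells and 100% = cytotoxic reference compound wells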
SKKanGAS inh = blocks kanamycin growth of S. pyogenes SKKanGAS strain | BacTiter-Glo, 6 h | inhibition, % at 7.5 µM | actives 1.3% (n = 300,000) | AID 1662;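 active means mean replicate score, as percent of positive control median, at least 50; inconclusive means mean below 50 but one replicate at or above 50; inactive means mean and every replicate below 50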;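 further: strain carries kanamycin resistance gene driven by streptokinase promoter and grows in 40 µg/ml kanamycin; loss of luminescence reflects streptokinase promoter inhibition or plain growth inhibition; 0% = median of DMSO wells and 100% = positive control at its reference dose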
HSP90 inh = inhibitors of HSP90 luciferase refolding in rabbit reticulocyte lysate; luciferase refolding luminescence, 3 h; actives 0.91% (n = 290,000); inhibition, % at 5.6 µM;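 active means inhibition above the screen-wide mean plus 3 SD, computed separately per campaign, cut at about 16% in these data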;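 further: 0% = DMSO wells and 100% = 60 µM geldanamycin wells; inhibitors lower the luminescence because luciferase stays unfolded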
Platelet DG rel = modulates dense granule release in human platelets | actives 0.22% (n = 300,000) | AID 1663 | human platelet-rich plasma, SFLLRN dense granule ATP release, luminescence | inhibition, %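 (compounds screened at 7.5 µM in platelet-rich plasma)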;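 active means mean replicate score, as percent of positive control, at or above 50; inconclusive means mean below 50 but at least one replicate at or above 50; inactive means mean and every replicate below 50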
AI-2 QS modul = modulators of Vibrio harveyi AI-2 quorum sensing system; Vibrio harveyi JMH597 AI-2 luminescence/OD600 ratio, 9 h; hits give low values; strain lacks LuxN and CqsS sensors; 0 = neutral-control median; activity change, % at 7.5 µM; actives 0.4% (n = 300,000); AID 2094; in the data active means activity change below about -75%, passing the limit was not always enough; inconclusive means no clear call, values can overlap the other calls;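 further: luminescence divided by OD600 gain over 9 h not by final OD600 alone; inactives centre near 13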
aSyn 5UTR inh = 5' untranslated region of α-synuclein, MLPCN primary screen; alpha-synuclein 5'UTR reporter, inhibitor activity; inhibition, % (tested at 7.5 µM); actives 0.82% (n = 300,000); AID 1813; in the data active means inhibition above about 60%; inconclusive means no clear call, values can overlap the other calls;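 further: H4 neuroglioblastoma cells stably carrying SNCA 5'UTR luciferase fusion; 0% = DMSO wells and 100% = positive control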
HSF1 inhib = HSF1 inhibition. NIH3T3-HGL HSE-luciferase, MG132-induced, luminescence 8 h; hits give low values. activity change, negative = inhibition, % at 7.5 µM (by protocol). actives 0.77% (n = 300,000);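 active means more than half of replicate wells show activity change below -50%, luminescence cut by over half; inconclusive means some wells, but at most half, below -50%; inactive means no replicate well below -50%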;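 further: luciferase reports HSF-1 transcriptional activity via heat shock element; 0% = median of DMSO wells and -100% = zero luminescence signal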
KLF5 inhibitor = suppresses KLF5 promoter-driven expression; DLD-1 KLF5 promoter-luciferase reporter, luminescence; actives 0.23% (n = 290,000); inhibition, % at 5 µM;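 active means inhibition above a per-plate limit of that plate's mean compound inhibition plus 3 SD, cut at about 60% in these data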;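 further: 0% = DMSO wells and 100% = LY294002 at 200 µM; higher means less KLF5 promoter-driven luciferase light; inactives centre near -14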
HIF act = HIF pathway transcriptional activation. activation, % at 7.5 µM (by protocol). U2OS HRE-luciferase reporter, luminescence; normalized: DMSO 0%, desferrioxamine 100%. AID 1910. actives 0.32% (n = 300,000);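 active means mean activation of at least 10% of the iron chelator positive control signal, with at least half of replicates also reaching 10%; inconclusive means mean and replicate majority disagree about reaching 10%; inactive means mean and most replicates under 10%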
HSF-1 act = increases HSF-1 driven luciferase reporter signal | activation, % at 9 µM | actives 1.7% (n = 300,000) | NIH3T3-HGL HSF-1 luciferase reporter, MG132, 8 h; 100% = twice DMSO control signal;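 active means mean replicate activation of at least 50% with a set share of replicates each reaching 50%; inconclusive means only one of those two conditions met; inactive means mean below 50% and too few replicates reaching it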;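 further: 0% = median of the neutral control wells and 100% = twice that signal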
Numbers without * were called inactive; ? = inconclusive; · = no result given.

SMILES	IEC-6 cytotox	SKKanGAS inh	HSP90 inh	Platelet DG rel	AI-2 QS modul	aSyn 5UTR inh	HSF1 inhib	KLF5 inhibitor	HIF act	HSF-1 act
COC(=O)CSc1nc2ccccc2n1CC(=O)N(C(C)C)C(C)C	-2	-16	1	1	25	20	2	-13	0.3	-9
O=c1c2c(nc3nc(Cc4ccccc4)[nH]n13)CCC2	2	4	1	-10	41	-16	-2	0	0.2	0
Cc1ccc(NC(=O)CCC(=O)OCC(=O)c2ccc(-c3ccccc3)cc2)cc1	-7	4	0	-1	6	-11	-10	-20	0.1	-15
Cc1ccc(Nc2nc(N)nc(CSc3nc(C)cc(C)n3)n2)cc1	-4	-7	1	-2	-13	25	-2	2	1.8	4
CCN1C(=O)[C@H]2[C@@H](c3ccc(Cl)cc3)N3C(=O)CN(CCOC)C(=O)[C@@]3(Cc3ccccc3)[C@H]2C1=O	-2	1	-8	-6	13	2	-2	-12	0.5	-1
CCN(CC)S(=O)(=O)c1ccc(C(=O)Nc2nnc(CSC)o2)cc1	0	1	-2	-1	67	4	-1	-8	0.1	-5
COc1cc(/C=C2\C(=N)N3N=C(C)SC3=NC2=O)cc(Cl)c1OCCOc1ccc(NC(C)=O)cc1	-8	15	-4	-1	2	-19	0	-23	-0.5	19
O=C(CSc1nc2ccsc2c(=O)n1-c1ccccc1)N1CCCC1	-2	1	2	-1	32	1	3	-10	-0.2	3
Cc1cn(C(=O)c2cccc(Br)c2)c(C)n1	-6	2	-2	-2	27	16	-4	-42	-0.8	-5
COc1ccc(-n2nnc3c(SCC(=O)c4ccccc4)ncnc32)cc1	-1	9	6	0	7	11	·	-20	0.0	·
COc1ccc(OC/C(O)=C(\C#N)c2nc3ccccc3[nH]2)cc1	-2	1	2	·	32	9	3	-18	0.2	9
COc1ccc(Cl)cc1NS(=O)(=O)c1c(C)[nH]c(C)c1C(=O)N1CCCCC1	-2	22	5	-25	4	-46	4	-25	0.5	20
Cc1ccc(N2C(=O)c3cccc4c(N5CCN(C)CC5)ccc(c34)C2=O)c2cccnc12	19	7	-4	2	9	-23	-23	-26	·	-41
CCCCCCCCCCS(=O)(=O)N/N=C/c1ccc(O)cc1	5	4	-3	5	37	7	0	0	-0.3	18
CC(=O)N1c2ccc(S(=O)(=O)N3CCC(C(=O)NC4CCC(C)CC4)CC3)cc2CC1C (centres undefined)	1	-2	-4	-11	9	10	-3	4	0.1	-7
COc1ccc(C(=O)C[n+]2ccc(N(C)C)cc2)cc1	-8	-16	-6	-21	-5	-15	-3	-20	-0.1	-5
Cn1nnnc1NCc1ccccc1F	-2	0	-1	-9	10	-4	3	1	0.0	-20
CCN1CCCC1CNC(=O)c1cc(OC)c(OC)c(OC)c1 (centres undefined)	-1	1	4	-2	16	6	2	-15	-12	3
COC(=O)c1sccc1NC(=O)CSc1ccccc1NS(=O)(=O)c1ccccc1Cl	2	28	8	-4	8	32	-6	-23	-0.1	-7
CC(C)c1ccc(S(=O)(=O)N2CCN(C(=O)CN3C(=O)NC4(CCCCC4)C3=O)CC2)cc1	·	14	·	-6	30	8	1	·	-40	5
Cc1cc(C)cc(NC(=O)N2CCCCCCC2)c1	0	5	4	5	25	-34	-7	-16	-0.6	13
O=C(Nc1ccc(NC(=O)c2ccco2)nc1)c1cccc(F)c1	-2	-5	5	-1	7	-134	21	-159	2.2	17
O=C(Nc1cccc(NC(=O)c2ccc([N+](=O)[O-])o2)c1)c1ccco1	99*	?	2	2	49	-66	66	-9	-0.4	93*
Cc1ccccc1CNS(=O)(=O)c1ccc2c(c1)OCCO2	3	7	2	-4	44	-17	5	-4	-0.3	1
C=CCN1C(=O)c2ccc(C(=O)N3CCN(S(=O)(=O)c4cccc(F)c4)CC3)cc2C1=O	·	-2	·	0	2	3	3	·	-0.2	4
O=C(CN1C(=O)NC2(CCCCC2)C1=O)Nc1cccc(S(=O)(=O)N2CCOCC2)c1	0	-6	4	-3	14	10	-2	-2	-0.4	-5
COC(=O)CCCNC(=O)CC1C(=O)NCCN1Cc1ccoc1 (centres undefined)	-3	4	-2	3	6	12	-9	-24	-0.2	-22
Cc1c(C(=O)Nc2ccc3c(c2)OCO3)oc2ccccc12	0	-9	-1	-4	33	-137	39	-202	1.4	37
NC(=S)N/N=C/c1coc2cc(Cl)ccc2c1=O	-1	3	2	9	-4	-89	6	-14	-0.2	1
CC(=O)c1c(C(C)=O)c(C)n(NC(=O)c2ccccc2Cl)c1C	2	-5	2	10	-2	33	2	-11	0.5	-13
Cc1nc2ccc(N=NC3=C(O)CC(C)(C)CC3=O)cc2s1	-7	4	4	-2	29	-77	-1	-37	4.3	0
CCCS/C(N)=N/N=C/c1ccccc1O	4	-4	-1	-13	16	-198	13	-125	2.3	56*
Cc1cccc2cc(CN(Cc3ccco3)C(=O)Nc3cccc(C#N)c3)c(Cl)nc12	4	14	2	-2	-2	28	3	-5	-0.4	31
CCCC(C)NC(=O)COC(=O)c1cc(Br)c(Br)s1 (centres undefined)	-9	7	0	0	14	1	-18	-7	0.5	-36
CC(=O)/C(C#N)=C1\NC(=O)C(Cc2ccc(C)c(Cl)c2)S1 (centres undefined)	72*	22	-4	-3	31	36	-5	21	0.1	7
COc1ccccc1NC(=O)Cc1nnc(SCC(=O)Nc2nccs2)n1C	-1	5	-5	5	22	2	-6	-7	0.1	-6
O=C1C2C3C=CC(C3)C2C(=O)N1/N=C/c1cn(Cc2ccc(F)cc2)c2ccccc12 (centres undefined)	-1	8	-1	-7	-16	42	-4	-36	-21	-24
Cc1ccc(CNC(=O)CS(=O)Cc2nc(-c3ccccc3C)oc2C)cc1 (centres undefined)	0	-17	-2	-6	13	-12	11	4	-0.2	6
C/C(=N/OC(=O)C1CC1c1ccccc1)c1ccccc1 (centres undefined)	7	5	-1	2	-15	-22	-3	-17	0.2	-8
COCCNC(=O)c1c[nH]c2ccc(S(=O)(=O)Nc3ccc(F)cc3F)cc2c1=O	-5	1	3	-7	20	-3	-7	-13	-25	9
CCN1/C(=C\C=C2\C(=O)N(C)C(=S)N2C)Sc2ccccc21	1	11	3	7	5	-81	-4	11	0.2	-11
Cn1c(=O)c2cc(S(=O)(=O)NCCC(=O)Nc3ccc(F)cc3F)ccc2n(C)c1=O	-3	-7	6	5	15	-11	-1	-15	-0.6	5
CCC1=NN(C(=O)C(=O)Nc2ccccc2OC)C(O)(C(F)(F)F)C1 (centres undefined)	-4	4	-1	-1	31	25	-11	-9	·	3
O=S(=O)(NCCSc1nnnn1-c1ccccc1)c1cccs1	-5	-8	-4	7	-10	-46	12	-22	1.9	14
CCCCOC(=O)c1sc2nc(C)cc(C)c2c1N	0	-5	-1	-9	19	-21	-2	-135	-0.3	-9
CCN(CC)S(=O)(=O)c1ccc2c(c1)c(=O)c(C(=O)N1CCN(c3ccccc3)CC1)cn2C	2	-2	-2	0	35	12	-5	-8	-0.4	4
NS(=O)(=O)c1ccc(CCNC(=O)COC(=O)CCc2ccccc2)cc1	-8	-8	0	1	17	-7	-3	-14	1.0	5
c1ccc(-n2ncc3c(N4CCCCC4)ncnc32)cc1	0	-1	56*	-14	7	94*	-34	8	-2.6	-42
COc1ccccc1N1CCN(Cc2nc(N)nc(Nc3ccccc3)n2)CC1	-6	16	2	1	-1	9	7	-31	1.1	47
CCOC(=O)C1CCN(C(=O)CSc2ccccc2)CC1	0	0	-2	1	38	-21	5	-3	0.6	5
COc1cccc(CN2CC(C(=O)NCCOc3ccccc3)CCC2=O)c1 (centres undefined)	5	2	-10	3	-7	-12	5	-7	2.3	0
O=C(O)/C=C/c1cccc(NC(=O)c2ccccc2)c1	6	10	6	64*	11	-12	-8	-25	0.4	1
C[C@H](NC(=O)[C@@H]1CSC2c3ccccc3C(=O)N21)C(=O)NC1CCCCC1 (some centres undefined)	3	-5	0	-19	41	22	-2	8	-0.3	3
CCCCc1n[nH]c2c1/C(=N/OCC)CC(C)(C)C2	-6	5	2	1	22	-14	-74*	-20	-0.2	-77
C=CCSc1nnc(NC(=O)c2cccc(S(=O)(=O)N3CCOCC3)c2)s1	0	6	-2	0	1	-11	-5	2	0.1	12
COC(=O)Cn1c(=NC(=O)c2ccc(Cl)s2)sc2cc(F)ccc21	-11	-5	0	0	2	-111	16	-29	1.8	46
COC(=O)c1ccc(NC(=O)CSCC(=O)OCC(=O)c2ccc(Br)cc2)cc1	2	-1	4	-3	3	-40	-5	-18	0.0	-3
COc1ccc(CCNC(=O)c2ccc(CNc3c(N4CCOCC4)c(=O)c3=O)cc2)cc1OC	-2	-7	-1	4	9	29	2	-5	0.4	-10
O=C(CSc1nc2scc(-c3ccccc3)c2c(=O)[nH]1)N1CCCCC1	4	2	1	-2	27	-2	3	4	0.2	36
Cc1ccc(-c2c(C(=O)O)c3ccccc3[nH]c2=O)cc1	-3	0	0	7	34	10	-2	-34	0.0	-3

Next part.
SMILES	IEC-6 cytotox	SKKanGAS inh	HSP90 inh	Platelet DG rel	AI-2 QS modul	aSyn 5UTR inh	HSF1 inhib	KLF5 inhibitor	HIF act	HSF-1 act
CC(=O)N1c2ccc(S(=O)(=O)N(C)CC(=O)Nc3ccccc3C)cc2CC1C (centres undefined)	2	1	-3	-3	20	19	-61*	-18	-0.6	-70
CCc1ccc(-c2cc(C(=O)NCCCn3ccnc3)c3ccccc3n2)s1	10	2	5	0	15	-61	4	0	0.8	16
CCC(=O)N1CCC(C(N)=O)(N2CCCCC2)CC1	-7	-3	1	-36	9	18	-6	-19	-0.8	-15
Cc1c(C(=O)O)sc(S(=O)(=O)N2CCNCC2)c1C(=O)O	4	7	2	4	14	-5	3	9	-0.3	13
COc1ccccc1CNC(=O)C(=O)NCC1OCCN1S(=O)(=O)c1cccs1 (centres undefined)	-5	1	-2	3	11	23	-4	-44	0.0	-5
CCOCCCNS(=O)(=O)c1ccc2c(c1)oc(=O)n2CC(=O)OCC	-1	-4	6	2	34	0	-1	-11	0.0	2
OCc1nc2ccccc2n1C/C=C/c1ccccc1	2	-8	1	12	15	0	-2	-23	-0.2	2
Cn1cccc1Cc1nnc(SCC(=O)N2CCCCCC2)n1-c1ccc(F)cc1	-1	-5	1	-2	28	-4	4	16	-0.4	0
Cc1cc(C)cc(N(CC(=O)Nc2c(C)n(C)n(-c3ccccc3)c2=O)S(C)(=O)=O)c1	-5	-4	-2	3	20	11	-1	0	-0.5	1
Cc1cc(C)nc(N2CCC(C(=O)NNC(=O)Cc3ccccc3)CC2)n1	0	1	2	-5	27	-7	6	-11	0.1	-2
Cc1nc2ccc(NC(=O)Cc3cccs3)cc2s1	-2	0	0	1	-2	-148	17	-154	1.1	38
CCCOc1ccc(/C=C2/C(=O)ON=C2C)cc1Cl	-2	-3	-3	-2	6	-12	-7	-52	-18	7
COc1ccc(-c2cc(-c3ccc(Cl)cc3)n[nH]2)c(O)c1	-6	?	-6	0	-12	-202	62	-155	5.9	94*
